Eya2 phos inh: qHTS Assay for Inhibitors of the Phosphatase Activity of Eya2. 0.006% of 330,000 active. Potency, µM (doses to about 76.9 µM), without a hit: top-dose activity, negative = inhibition, hits mostly inhibitors. Protein phosphatase EYA2 (Homo sapiens), O00167. recombinant Eya2, OMFP fluorescence dephosphorylation (OMFP is methylfluorescein phosphate). AID 488837, 2010; note: potency is the fitted concentration of half-maximal effect; % is set by controls: 0 for no effect and ±100 for the full control effect
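Eya2 protein (added as 0.2 uM solution) was preincubated with compound for 10 min at ambient temperature in 50 mM HEPES pH 7.5, 50 mM NaCl, 5 uM MgCl2, 0.05% BSA, 1 mM DTT. OMFP (added at 50 uM) then reacted 10 min; fluorescence read at 485/525 nm.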
TCR activator: Activators of T cell receptors: qHTS campaign; primary human leukocytes, anti-CD3, IL-2 HTRF, 48 h; Potency, µM (top dose mostly 9.22 µM), for the others: at the top dose activation of IL-2 secretion, hits mostly activators; 330,000 tested, under 10 active; note: % of control where 0% means no effect
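Primary human leukocytes incubated 48 hr with anti-CD3 beads plus compound, without co-stimulation. Secreted IL-2 measured by HTRF (europium cryptate/d2 anti-IL-2 pair, 320 nm excitation, 665 nm emission).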
AT treatment: qHTS Assay for Identifying a Potential Treatment of Ataxia-Telangiectasia. […] A-T fibroblasts, KAP-1 phosphorylation AlphaLISA; neocarzinostatin DNA damage 30 min before lysis. Potency, µM (doses to about 57.5 µM), inactives show at the top dose activation, most hits filed as activators. 0.19% of 320,000 active; note: potency is the fitted concentration of half-maximal effect; % of control where 0% means no effect; nearly all actives have a fitted effect of over 45% in size
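hTERT-immortalized A-T patient fibroblasts ([…]), 500 cells/well in OPTI-MEM, 1% FBS, got compounds for 60 min, then NCS for 30 min at 37C. Lysates were then assayed for phospho-KAP-1 by AlphaLISA (anti-pKAP1 donor, anti-KAP1 acceptor beads), 6 hr at 25C.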
Tb PFK block: qHTS Assay to Find Inhibitors of T. brucei phosphofructokinase; ATP-dependent 6-phosphofructokinase (Trypanosoma brucei brucei), O15648; T. brucei PFK, ADP-Glo luminescence; Potency, µM (series often up to 57.5 µM), inactives show at the top dose activity, negative = inhibition, actives largely listed as inhibitors; 0.17% of 330,000 active;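 note: potency is the fitted concentration of half-maximal effect; 0% = uninhibited 1x PFK enzyme wells and -100% = no-enzyme wells; nearly all actives have a fitted effect of over 60% in size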
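Activity is normalized to no-enzyme wells (full inhibition) and 1.25 nM enzyme wells (no inhibition). Reaction: 0.5 mM F6P, 0.1 mM ATP, 45 min RT, ADP-Glo luminescence; concentration-response curves fitted and classed by quality.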
S-ASM inh: Inhibitors of Secretory Acid Sphingomyelinase (S-ASM): qHTS | Potency, µM (doses to about 57.5 µM), for the others: at the top dose activity change, negative = inhibition, actives largely listed as inhibitors | placental ASM, HMU-PC fluorogenic substrate, 60 min | Sphingomyelin phosphodiesterase (Homo sapiens), P17405 | 0.006% of 340,000 active | AID 504937, 2011; note: potency is the fitted concentration of half-maximal effect
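qHTS format. ASM enzyme prepared from human placenta hydrolyses the fluorogenic substrate HMU-PC0 (9 uM final) over 60 min at 37 °C after a 10 min compound preincubation.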
Mito fusion act: qHTS Assay for Small Molecule Inhibitors of Mitochondrial Division or Activators of Mitochondrial Fusion. 0.23% of 320,000 active. AID 485298, 2010. Potency, µM (titrated, usually from 46.1 µM), inactives show at the top dose growth rescue (activation), actives largely listed as activators. S. cerevisiae fusion-defective mutant growth rescue, CellTiterGlo 48 h;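 note: potency is the fitted concentration of half-maximal effect; % of control where 0% means no effect; nearly all actives have a fitted effect of over 45% in size; temperature-sensitive fusion mutants such as fzo1-1 at 37 °C on non-fermentable ethanol glycerol medium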
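Temperature-sensitive fusion-defective S. cerevisiae (e.g. fzo1-1, mgm1-5) were grown with compound in YPEG medium (3% ethanol, 3% glycerol) for 48 hours at 37C. Growth rescue was measured as viability by CellTiterGlo luminescence after 10 minutes at ambient.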
TSHR antag: Antagonists of the Thyroid Stimulating Hormone Receptor: HTS campaign | 0.2% of 330,000 active | activity change, negative = inhibition, % at 11.5 µM | Thyrotropin receptor (Homo sapiens), P16473 | TSHR-expressing cells, TSH-stimulated cAMP HTRF, 2 h; hits give low values;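 active = activity change below a set negative limit, meaning inhibition stronger than a set level, cut at about -70% in these data; inconclusive = activity change between two set negative limits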; note: % is set by controls: 0 for no effect and ±100 for the full control effect
Target sequence (P16473 whole entry, looked up): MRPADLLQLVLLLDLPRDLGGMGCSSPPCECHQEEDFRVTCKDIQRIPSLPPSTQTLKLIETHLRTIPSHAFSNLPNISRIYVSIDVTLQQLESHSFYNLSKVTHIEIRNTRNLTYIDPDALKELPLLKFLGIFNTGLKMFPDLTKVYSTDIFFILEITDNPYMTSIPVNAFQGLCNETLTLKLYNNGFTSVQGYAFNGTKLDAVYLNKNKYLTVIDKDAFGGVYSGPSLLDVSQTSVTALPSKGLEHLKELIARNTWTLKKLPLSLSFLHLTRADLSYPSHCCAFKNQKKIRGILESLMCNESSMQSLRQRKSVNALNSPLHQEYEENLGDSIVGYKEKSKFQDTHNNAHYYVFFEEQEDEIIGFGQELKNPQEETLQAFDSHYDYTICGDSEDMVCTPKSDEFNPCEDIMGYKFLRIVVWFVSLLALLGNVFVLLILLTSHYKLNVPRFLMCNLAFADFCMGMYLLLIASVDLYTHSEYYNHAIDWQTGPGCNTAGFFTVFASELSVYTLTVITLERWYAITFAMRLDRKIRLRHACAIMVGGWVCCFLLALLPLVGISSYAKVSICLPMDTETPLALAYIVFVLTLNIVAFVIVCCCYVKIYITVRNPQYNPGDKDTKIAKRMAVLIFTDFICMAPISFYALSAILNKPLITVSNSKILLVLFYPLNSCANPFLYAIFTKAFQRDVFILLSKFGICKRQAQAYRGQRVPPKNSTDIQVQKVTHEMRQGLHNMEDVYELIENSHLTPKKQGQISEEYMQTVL
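Competitive HTRF cAMP read-out (cryptate anti-cAMP antibody, cAMP-d2; 30 min, room temperature) in freshly harvested TSHR cells. Compounds added before TSH at EC80 (4nM final), followed by 2 hours' incubation at 37 deg C.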
Integrin act MD: qHTS for Activators of Integrin-Mediated Alleviation for Muscular Dystrophy | alpha7betagal myoblasts, beta-gal FDG fluorescence, 48 h | Potency, µM (top dose mostly 38.3 µM), without a hit: top-dose activation, hits mostly activators | 0.064% of 350,000 active;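 note: potency is the fitted concentration of half-maximal effect; 100% = response of the positive control SU9516; nearly all actives have a fitted effect of over 60% in size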
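Alpha7betagal+/- myoblasts (passage 13) were plated 16-24 hr, then exposed to compounds (1:260 dilution of DMSO stock) for 48 hours at 37C. After MPER lysis, β-galactosidase reporter activity was read as FDG fluorescence (ex 480/em 540) after 30 minutes.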
TSG101-PTAP inh: qHTS Assay for Iinhibitors of HIV-1 Budding by Blocking the Interaction of PTAP/TSG101 | Tumor susceptibility gene 101 protein (Homo sapiens), Q99816 | Fluorescence polarization, FITC-PTAP peptide / Tsg101 binding | Potency, µM (series often up to 115 µM), for the others: at the top dose activity change, negative = inhibition, usual class: inhibitors | 340,000 tested, under 10 active | AID 493005, 2010; active = well fitted inhibition curve with a large enough effect in the main read-out, with a control signal flat, not every such curve was filed as active; inconclusive = small, poorly fitted or top-dose-only effect, or effect the other way, or a change in a side signal; inactive = no such curve, though single readings can be large or run the other way; note: potency is the fitted concentration of half-maximal effect; % of control where 0% means no effect
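Tsg101 binding domain (10 uM final) was mixed with compound and a FITC-labeled PTAP peptide (50 nM final) in HEPES pH 7.5 buffer with NaCl, Tween 20, EDTA and TCEP; fluorescence polarization was read after 20 min at r.t.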
ELG1 DNA repair: qHTS screen for small molecules that inhibit ELG1-dependent DNA repair in human embryonic kidney (HEK293T) cells expressing luciferase-tagged ELG1; 2.3% of 330,000 active; HEK293T ELG1-luciferase reporter, luminescence, 16 h; DNA damage induced by 5-fluorouridine; Potency, µM (highest dose often 46.1 µM), for inactives: top-dose activity change, negative = inhibition, usual class: inhibitors; AID 504467, 2011; note: potency is the fitted concentration of half-maximal effect; % is set by controls: 0 for no effect and ±100 for the full control effect; nearly all actives have a fitted effect of over 55% in size
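HEK293T cells expressing luciferase-tagged ELG1 (2,000/well) received 5-Fluorouridine plus compound or DMSO for 16 hr at 37 °C. Luciferase was read by ONE-Glo luminescence after 30 min at room temperature.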
BCR signal inh: qHTS Assay to Find Inhibitors of Chronic Active B-Cell Receptor Signaling; ABC-DLBCL IkBa-CBG/CBR reporter, luminescence ratio, 4 h; Potency, µM (titrated, usually from 46.1 µM), inactives show top-dose ratio change, negative = lower green/red ratio, most hits filed as inhibitors; 0.05% of 340,000 active; active = well fitted inhibition curve with a large enough effect in the signal ratio, with a control signal flat, not every such curve was filed as active; inconclusive = small, poorly fitted or top-dose-only effect, or effect the other way, or a change in a side signal; the % refers to the signal ratio;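 note: potency is the fitted concentration of half-maximal effect; plate controls were basal doxycycline-induced cells for no effect and cells given 10 µM MG132 for full effect; MG132 reads +100%, hits lower the ratio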
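Cell line TMD8 (human ABC DLBCL), stably expressing tet-inducible CBG68-IkBa fusion and CBR; IMDM/0.5% FBS; cpd up to 46 uM; dox induction, 4 h, 37C/5% CO2; dual luminescence; green/red ratio; MG132 control.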
Numbers without * were called inactive; ? = inconclusive; . = no result given; [ ] = another dose, or the depositor's remark. Unless noted, calls come from the whole dose curve; as a rule, active = well fitted curve in the direction sought with a large enough effect; inconclusive = small, poorly fitted or top-dose-only effect, or another doubt; inactive = no such curve, though single readings can be large; an effect the other way counts as inactive or inconclusive.

SMILES	Eya2 phos inh	TCR activator	AT treatment	Tb PFK block	S-ASM inh	Mito fusion act	TSHR antag	Integrin act MD	TSG101-PTAP inh	ELG1 DNA repair	BCR signal inh
CCC(=O)NC(=S)Nc1ccc(N2CCN(C(=O)c3ccc(Cl)cc3)CC2)cc1	3.2%	2.5%	12.3%	-18.0%	-2.3%	0.3%	13.2	13.2%	-4.2%	?	-5.1%
COc1ccc(C(=O)N/C(=C/c2ccc(Cl)cc2)C(=O)Nc2ccc(C(=O)O)cc2)cc1	5.3%	-1.4%	5.4%	14.8%	-0.4%	2.0%	-5.5	11.1%	.	-1.4%	5.0%
Cc1cccn2cc(CNS(=O)(=O)c3cccc(F)c3)nc12	6.7%	0.5%	-15.9%	-11.8%	3.8%	-5.7%	-0.6	6.1%	0.8%	-7.2%	?
C=CCNC(=O)c1ccc(C)c(Br)c1	-17.2%	8.6%	-2.1%	-17.1%	2.9%	9.7%	-1.1	2.7%	6.0%	11.2%	0.8%
COC(=O)C1=C(C)NC(=O)/C1=C\c1ccco1	0.7%	-8.1%	-4.5%	2.6%	-8.9%	1.3%	-2.5	24.0%	-9.2%	-2.4%	2.5%
N#Cc1c(-c2ccco2)nc(SCc2ccc(F)cc2)[nH]c1=O	7.4%	-19.2%	6.2%	-1.3%	5.4%	1.2%	-11.0	6.4%	-18.3%	-2.8%	?
CCOc1ccc(-n2c(SCc3cc(=O)oc4cc(C)ccc34)nnc2-c2cccnc2)cc1	-11.4%	1.9%[46.1 µM]	1.0%	1.2%	.	-17.1%	-3.9	12.3%	-0.3%	-6.8%	-14.3%
CCCc1c(C(=O)N/N=C/c2c(OC)ccc3ccccc23)nnn1-c1nonc1N	0.3%	0.8%	-2.4%	-1.5%	164.4%[activator]	-4.1%	6.2	0.8%	-3.7%	14.6%	-5.6%
Cc1ccc(C(=O)OCN2C(=O)c3ccccc3C2=O)c(O)c1	5.6%	-7.9%	18.2%	3.3%	-0.9%	-1.2%	33.6	-12.4%	-0.4%	9.9%	1.4%
CSCCC(NC(=O)c1ccc(C)o1)C(=O)O (configuration not stated)	1.1%	0.1%	-16.4%	1.3%	0.0%	-0.5%	2.1	-12.5%	-2.8%	-0.9%	9.1%
CC1=C(C)CC(C(=O)Nc2nc(-c3ccc(C)cc3C)c(C)s2)C(C(=O)O)C1 (configuration not stated)	-3.1%	2.9%[46.1 µM]	-10.6%	3.1%	-4.6%	-8.8%	-6.1	-11.4%	-7.4%	-3.5%	0.2%
COc1ccc(C(=O)NCCc2cc3c(OC)ccc(OC)c3[nH]c2=O)cc1OC	-8.4%	1.5%	6.0%	1.4%	1.4%	0.4%	40.0	-16.9%	-0.1%	?	-23.4%
Cc1cc(C)cc(OCC(=O)OCC(=O)Nc2cc(S(=O)(=O)N3CCOCC3)ccc2C)c1	-0.5%	0.1%	2.8%	-4.2%	-1.6%	0.4%	12.2	19.1%	-1.2%	8.5%	-1.0%
CC(=O)Nc1ccc(S(=O)(=O)N2CCN(Cc3csc(C)n3)CC2)cc1	1.7%	3.9%	0.0%	-3.9%	2.8%	3.2%	1.2	-0.7%	.	4.3%	2.6%
CCN(CC)C1CCN(C(=O)CCc2nnc(CCc3ccccc3)o2)C1 (configuration not stated)	-10.5%	-5.0%	3.8%	1.5%	-1.0%	-1.7%	-6.0	-19.8%	-1.9%	26.2%	13.1%
Cc1noc(C)c1S(=O)(=O)Nc1ccccc1Cl	12.8%	7.3%	-2.6%	-6.8%	4.1%	23.2%	-6.5	16.8%	-4.1%	12.3%	1.4%
CCCOc1ccccc1Nc1nnc(C)c(=O)[nH]1	1.4%	-0.8%	1.2%	0.1%	-1.7%	2.4%	-3.8	9.0%[7.66 µM]	1.4%	13.4%	?
COc1ccc(C(=O)c2ccccc2)cc1Br	-18.5%	-3.5%	0.6%	1.2%	-3.6%	1.2%	1.0	-24.6%	-2.2%	12.2%	?
CC(C)(C)NC(=O)N1CCCC(C(=O)c2cccc(Cl)c2)C1 (configuration not stated)	-9.0%	9.5%	2.5%	-5.0%	0.1%	6.4%	-1.6	10.0%	-4.0%	-4.4%	9.1%
COc1cc(-c2cc(C(=O)Nc3cc(S(=O)(=O)N4CCOCC4)ccc3O)c3ccccc3n2)cc(OC)c1OC	0.2%	-1.5%	6.9%	-5.3%	-12.1%	.	-19.0	-15.7%	-7.7%	14.6µM*	?
Cc1cccc(NC(=O)c2cc(NC(=O)c3ccccc3)ccc2N2CCCCC2)c1	16.4%	-2.6%	.	3.6%	9.8%	2.5%	11.0	-15.1%	-5.3%	?	?
COc1ccccc1CNC(=O)C(C)n1nc(C)n2c(cc3occc32)c1=O (configuration not stated)	1.3%	-2.0%	16.1%	0.2%	47.5%	8.2%	-8.9	-1.4%	-0.7%	4.1%	0.0%
Cc1nccn1Cc1cccc2ccccc12	-1.7%	2.8%	2.2%	-0.7%	2.4%	-1.1%	11.3	6.5%	1.1%	0.9%	?
CCCCN(Cc1cc2cc(OC)ccc2[nH]c1=O)S(=O)(=O)c1ccc(C)cc1	-6.4%	-4.6%	-1.0%	1.9%	30.7%	2.8%	-10.1	-0.9%	0.1%	?	?
CCCCCOc1ccc(C(O)C(CN2CCOCC2)c2ccccc2)cc1 (configuration not stated)	-7.2%	-3.8%	-5.6%	1.8%	-1.1%	-1.0%	-1.8	-38.8%	-4.2%	-21.1%	4.4%
Cn1cccc1CC(=O)N/N=C/c1ccc(C(C)(C)C)cc1	5.6%	2.4%	3.2%	-6.4%	-3.5%	-2.2%	-5.3	-23.8%	1.0%	?	0.9%
Cc1ncoc1C(=O)NC1CC(C)(C)Cc2c1cnn2-c1ccc(F)cc1 (configuration not stated)	0.4%	2.9%	-2.9%	7.3%	5.5%	0.6%	38.4	-8.8%	-9.8%	6.4%	4.1%
Cc1c(NC(=O)CN2CCN(C(c3ccccc3)c3ccccc3)CC2)c(=O)n(-c2ccccc2)n1C	7.4%	1.1%	-0.4%	1.4%	0.6%	5.5%	-8.6	13.1%	2.0%	11.9%	-2.3%
COCC(C)n1c(C)cc(C(=O)CSc2nnc(Nc3ccccc3F)s2)c1C (configuration not stated)	0.7%	-2.9%	-3.8%	-7.6%	-9.3%	-2.2%	-8.6	10.1%	-8.2%	?	?
COc1ccc(N(CC(=O)Nc2ccccc2OC)S(=O)(=O)c2ccc(NC(C)=O)cc2)cc1	2.1%	5.5%	6.1%	-0.9%	2.9%	5.2%	35.3	-15.0%	-0.1%	?	?
CCC(c1nnc(SCC(=O)NCCc2ccc(OC)c(OC)c2)n1Cc1ccccc1)N(C)C (configuration not stated)	-1.5%	0.4%	-1.1%	-4.0%	-2.4%	-6.6%	-4.0	16.0%	1.9%	3.4%	-0.7%
[O-][N+]1=c2ccc(Nc3ccccc3)cc2=NC12CCCCC2	-12.6%	-0.7%	-2.9%	-6.2%	-7.3%	-8.2%	-14.4	-54.0%[inhibitor]	-2.7%	?	?
CCCOc1nc2c(c(=O)n(C)c(=O)n2C)n1Cc1cccc2ccccc12	-9.3%	-1.6%	19.0%	2.0%	?	26.5%	-19.1	-38.7%	-1.9%	16.4µM*	0.2%

Screening results deposited in PubChem BioAssay by National Center for Advancing Translational Sciences (NCATS).
